# Assay outcomes from PubChem BioAssay.
# NPC1 prom act: activates the NPC1 promoter; Huh7 NPC1 promoter luciferase reporter, 24 h; Potency, µM (doses to about 9.22 µM), for the others: at the highest dose activation, most hits filed as activators; 2.4% of 320,000 active; AID 485313;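 note: % of control where 0% means no effect; nearly all actives have a fitted effect of over 60% in size; reporter is driven by a mutant NPC1 promoter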
#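 Luciferase expression driven by the NPC1 promoter was measured in stably transfected Huh7 cells after a 24 h compound incubation, using a luciferase reagent and a luminescence read.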
# Rab9 promoter act: activates the Rab9 promoter; Potency, µM (series often up to 9.22 µM), for the others: at the highest dose activation, negative = inhibition, hits mostly activators; AID 485297; Huh7 Rab9 promoter-luciferase reporter, luminescence, 24 h; 2.8% of 320,000 active; note: % of control where 0% means no effect; nearly all actives have a fitted effect of over 60% in size
#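 Measured in stably transfected Huh7 cells bearing a Rab9 promoter–luciferase construct: 24 h compound treatment at 37 °C, followed by luminescence detection.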
# CXXC DNA block: MLL CXXC-DNA interaction inhibition; Q03164; MLL-CXXC / FITC-HOXA9 DNA fluorescence polarization; Potency, µM (series often up to 115 µM), inactives show at the highest dose activity change, negative = inhibition, most hits filed as inhibitors; 0.037% of 290,000 active; active = well fitted inhibition curve with a large enough effect in the polarisation, with a control signal flat, not every such curve was filed as active; inconclusive = small, poorly fitted or top-dose-only effect, or effect the other way, or a change in a side signal; inactive = no such curve, though single readings can be large or run the other way; the % refers to the polarisation
#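 Steps: dispense CXXC domain solution (7 uM) → pin compounds or unlabeled HOX-A9 DNA control → 5 min ambient → add FLSN-HOX-A9 solution (50 nM) → spin → 30 min ambient → fluorescence polarization. Tris pH 7.5/NaCl/DTT/BSA buffer.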
# FLuc modulator: inhibits or activates purified firefly luciferase, miR-21 counter-screen; purified FLuc, Km substrates, luminescence inhibition; Potency, µM (top dose mostly 57.5 µM), for the others: top-dose activity change, negative = inhibition, most hits filed as inhibitors; P08659; 6.9% of 360,000 active;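 note: plate controls were vehicle for no effect and reference inhibitor for full effect; nearly all actives have a fitted effect of over 55% in size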
# Target sequence (P08659 whole entry, looked up): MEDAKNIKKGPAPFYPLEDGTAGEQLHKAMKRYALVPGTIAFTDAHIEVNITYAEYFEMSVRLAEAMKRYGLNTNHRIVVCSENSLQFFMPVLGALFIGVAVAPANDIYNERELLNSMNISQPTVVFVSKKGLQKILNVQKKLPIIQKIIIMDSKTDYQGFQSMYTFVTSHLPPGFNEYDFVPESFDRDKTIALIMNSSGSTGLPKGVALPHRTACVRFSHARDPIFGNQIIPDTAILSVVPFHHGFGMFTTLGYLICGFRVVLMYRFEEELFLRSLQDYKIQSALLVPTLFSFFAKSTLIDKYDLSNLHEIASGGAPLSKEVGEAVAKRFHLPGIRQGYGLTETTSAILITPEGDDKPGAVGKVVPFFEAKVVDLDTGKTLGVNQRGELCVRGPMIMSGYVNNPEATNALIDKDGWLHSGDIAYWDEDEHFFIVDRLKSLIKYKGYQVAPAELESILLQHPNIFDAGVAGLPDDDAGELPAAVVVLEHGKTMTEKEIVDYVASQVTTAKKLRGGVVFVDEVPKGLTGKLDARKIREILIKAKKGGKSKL
#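 Biochemical qHTS of compounds, final roughly 60 µM downward over six points, against 10 nM purified firefly luciferase using Km concentrations of substrates (10 uM D-luciferin, 10 uM ATP) in Tris acetate pH 7.5 buffer; luminescence output.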
# uPA generation: blocks generation of uPA at the cell surface; Potency, µM (highest dose often 38.3 µM), without a hit: at the top dose activity change, negative = inhibition, hits mostly inhibitors; cell surface uPA generation assay, qHTS; 0.31% of 330,000 active; active = well fitted inhibition curve with a large enough effect; inconclusive = small, poorly fitted or top-dose-only effect; inactive = no such curve, though single readings can be large or run the other way; tested in mouse RAW 264.7 cells; note: % is set by controls: 0 for no effect and ±100 for the full control effect; nearly all actives have a fitted effect of over 55% in size
# p53 reactivator: re-activators of mutant p53; H1299 p53-A138V BP100-luciferase reporter, luminescence, 24 h; Potency, µM (titrated, usually from 92.2 µM), for inactives: at the top dose activity change, positive = activation, hits mostly activators; 0.063% of 320,000 active; note: % of control where 0% means no effect; nearly all actives have a fitted effect of over 45% in size
#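 H1299 (p53-null), stable ts p53-A138V + BP100-Luc; 1000 cells/well, Opti-MEM/10% FBS; cpd 4 pt, 1:5; 24 h, 37 deg C, 5% CO2; detection reagent 10 min RT; luminescence.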
# VP16 counter: counter-screen for ROR gamma inhibitors: Gal4-VP16 reporter; Drosophila S2 Gal4-VP16 UAS-luciferase, luminescence, 20 h; AID 2546; 3.5% of 310,000 active; Potency, µM (top dose mostly 53.6 µM), for inactives: at the top dose activity, negative = inhibition, most hits filed as inhibitors;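 note: Gal4-VP16 expression switched on by copper sulfate through the metallothionein promoter; % is set by controls: 0 for no effect and ±100 for the full control effect; nearly all actives have a fitted effect of over 50% in size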
# BRCA1 expr up: increases BRCA1 expression; Potency, µM (top dose mostly 46.1 µM), for the others: top-dose activation, hits mostly activators; AID 624202; 1.1% of 380,000 active; MCF7-BRCA1-FFLuc reporter, luminescence, 48 h; response scale: scaled: vehicle 0%, 10 µM genistein 100%; note: nearly all actives have a fitted effect of over 80% in size; some results filed as inactive show a strong effect at the top dose
#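 MCF7-BRCA1-FFLuc, 2000 cells/well; 2 h attach, 37 °C/5% CO2; compound 48 h; luciferase substrate 15 min; luminescence end-point. Norm. to genistein 10 microM max activation and DMSO; concentration-response curves fitted.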
# MBNL1 CUG block: blocks human MBNL1 binding to CUG repeat RNA; TR-FRET MBNL1-His/biotin-(CUG)12 binding, 665/545 ratio; Q9NR56; Potency, µM (series often up to 57.5 µM), without a hit: at the top dose activity change, negative = inhibition, hits mostly inhibitors; 0.036% of 280,000 active; active = well fitted inhibition curve with a large enough effect in the signal ratio, with a control signal flat, not every such curve was filed as active; inconclusive = small, poorly fitted or top-dose-only effect, or effect the other way, or a change in a side signal; inactive = no such curve, though single readings can be large or run the other way; the % refers to the signal ratio; note: % is set by controls: 0 for no effect and ±100 for the full control effect
# Target sequence (Q9NR56 whole entry, looked up): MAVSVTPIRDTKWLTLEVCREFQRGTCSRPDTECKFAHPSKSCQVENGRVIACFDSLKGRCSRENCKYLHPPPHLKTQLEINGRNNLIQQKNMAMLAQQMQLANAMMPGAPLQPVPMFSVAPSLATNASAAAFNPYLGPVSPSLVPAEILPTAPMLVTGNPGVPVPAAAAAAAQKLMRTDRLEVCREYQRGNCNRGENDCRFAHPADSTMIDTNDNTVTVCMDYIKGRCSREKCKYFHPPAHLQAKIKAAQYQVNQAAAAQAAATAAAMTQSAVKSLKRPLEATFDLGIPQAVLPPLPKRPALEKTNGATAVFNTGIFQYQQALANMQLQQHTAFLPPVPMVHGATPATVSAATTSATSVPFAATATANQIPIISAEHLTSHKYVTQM
#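 His-tagged MBNL1 binding to biotinylated (CUG)12 RNA was measured by TR-FRET using terbium anti-His antibody (0.055 ng/ul final) and streptavidin-XL665 (5 nM final). Compounds were titrated 92 nM to 58 uM; 60 min at room temperature.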
# RORgamma inh: inhibitors of mouse ROR gamma transcriptional activity | P51450 | Drosophila S2 Gal4-RORgamma UAS-luciferase reporter, 20 h | Potency, µM (highest dose often 53.6 µM), without a hit: at the top dose activity change, negative = inhibition, usual class: inhibitors | 5.4% of 310,000 active | AID 2551; note: % is set by controls: 0 for no effect and ±100 for the full control effect; nearly all actives have a fitted effect of over 60% in size
#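 Read-out: Photinus luciferase luminescence; inhibitors lower reporter signal. Insect Schneider cells with Gal4-ROR gamma fusion under metallothionein promoter, UAS reporter; 700 uM final copper sulfate induction, 20 hr, ambient temperature.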
# ELG1 genotoxic: induces genotoxicity in HEK293T cells with luciferase-tagged ELG1. HEK293T ELG1-luciferase reporter, luminescence, 16 h. Potency, µM (highest dose often 46 µM), for the others: at the top dose activity change, positive = activation, most hits filed as activators. 1.3% of 330,000 active. AID 504466; note: % of control where 0% means no effect; nearly all actives have a fitted effect of over 60% in size
#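 Genotoxic stress is detected as increased luminescence from luciferase-tagged ELG1 in HEK293T cells, measured with ONE-Glo after a 16 hr treatment at 37 °C.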
# * = called active by the depositor; ? = inconclusive; nt = not tested or not shown; [ ] = dose if it differs, or a comment. Unless noted, calls come from the whole dose curve; as a rule, active = well fitted curve in the direction sought with a large enough effect; inconclusive = small, poorly fitted or top-dose-only effect, or another doubt; inactive = no such curve, though single readings can be large; an effect the other way counts as inactive or inconclusive. Potency is the fitted concentration of half-maximal effect. Only part of the results is shown; count on the stated rates, not on these rows.
nr	structure	NPC1 prom act	Rab9 promoter act	CXXC DNA block	FLuc modulator	uPA generation	p53 reactivator
1	Cc1ccccc1NC(=O)CCC(=O)N/N=C/c1cc([N+](=O)[O-])ccc1O	-1%	-1%	-4%	0%	-7%	?
2	Cc1sc(NC(=O)c2cccc(N3C(=O)CCC3=O)c2)nc1-c1ccccc1	12%	0%	nt	4.8µM*	-4%	1%
3	CCN(CC)CC(=O)Nc1ccc(-c2nc3cc(NC(=O)CN(CC)CC)ccc3o2)cc1	4%	10%	-20%	-19%	-8%	25%
4	NC(=O)COC(=O)c1ccccc1OCc1ccccc1Cl	-16%	1%	0%	-3%	-8%	-1%
5	COc1cc(C(=O)Nc2nnc(Cc3ccccc3)s2)cc(OC)c1OC	1%	-12%	-5%	3%	-5%	-4%
6	Cc1ccc(S(=O)(=O)N2CCC(C(=O)Nc3ccncc3)CC2)cc1	0%	-3%	nt	2%	-1%	2%
7	CCOc1cc(CN2CCN(c3cccc(C(F)(F)F)c3)CC2)ccc1O	4%	0%	-3%	0%	nt	-1%
8	CCc1nn2c(=O)cc(CSc3nc(C)cc(=O)[nH]3)nc2s1	-1%	-4%	0%	3%	3%	-1%
9	CSc1ncc(-c2ccc(Cl)cc2)[nH]1	3.2µM*	3.2µM*	20%	9.5µM*	-1%	8%
10	CC1CCN(C(=S)NC(=O)c2ccccc2Br)CC1	-1%	-5%	5%	4%	8%	5%
11	O=C(NCC1CCCO1)c1ccc(Br)c(S(=O)(=O)N2CCOCC2)c1 (stereo not given)	-3%	-5%	nt	9%	-5%	-6%
12	O=C(CCc1nnc(CCCCc2ccccc2)o1)NCCN1CCCCC1=O	-4%	-4%	-3%	-1%	5%	-5%

nr	VP16 counter	BRCA1 expr up	MBNL1 CUG block	RORgamma inh	ELG1 genotoxic
1	?	-62%	?	4µM*	4%
2	nt	2%	nt	nt	4%
3	14%	86%	-1%	7%	?
4	11%	5%	nt	9%	0%
5	0%	-54%	-6%	-30%	6%
6	nt	-17%	nt	nt	1%
7	-2%	-20%	2%	-18%	-4%
8	-4%	4%	-5%	-1%	1%
9	-4%	10µM*	7%	17%	?
10	3.5µM*	-4%	-2%	0.56µM*	2%
11	nt	0%	nt	nt	0%
12	-5%	-21%	-7%	-7%	3%

# Looked up by compound from the entries so far:
nr	structure	NPC1 prom act	Rab9 promoter act	CXXC DNA block	FLuc modulator	uPA generation	p53 reactivator
7	CCOc1cc(CN2CCN(c3cccc(C(F)(F)F)c3)CC2)ccc1O	4%	0%	-3%	0%	nt	-1%
12	O=C(CCc1nnc(CCCCc2ccccc2)o1)NCCN1CCCCC1=O	-4%	-4%	-3%	-1%	5%	-5%

nr	VP16 counter	BRCA1 expr up	MBNL1 CUG block	RORgamma inh	ELG1 genotoxic
7	-2%	-20%	2%	-18%	-4%
12	-5%	-21%	-7%	-7%	3%

# Exported as labelled records: part of the list above
(9) CSc1ncc(-c2ccc(Cl)cc2)[nH]1
  NPC1 prom act: 3.2µM*; Rab9 promoter act: 3.2µM*; CXXC DNA block: 20%; FLuc modulator: 9.5µM*; uPA generation: -1%; p53 reactivator: 8%; VP16 counter: -4%; BRCA1 expr up: 10µM*; MBNL1 CUG block: 7%; RORgamma inh: 17%; ELG1 genotoxic: ?

(10) CC1CCN(C(=S)NC(=O)c2ccccc2Br)CC1
  NPC1 prom act: -1%; Rab9 promoter act: -5%; CXXC DNA block: 5%; FLuc modulator: 4%; uPA generation: 8%; p53 reactivator: 5%; VP16 counter: 3.5µM*; BRCA1 expr up: -4%; MBNL1 CUG block: -2%; RORgamma inh: 0.56µM*; ELG1 genotoxic: 2%

# (continued)
nr	structure	NPC1 prom act	Rab9 promoter act	CXXC DNA block	FLuc modulator	uPA generation	p53 reactivator
13	CN1CCCc2cc(C#N)c(=O)[nH]c21	-1%	0%	2%	3%	2%	?
14	COc1ccc(C(=O)C(=O)c2ccc(OCCO)cc2)cc1	-2%	20%	nt	?	-14%	10%
15	O=C(CSc1nncn1-c1ccccn1)Nc1ccccc1Cl	0%	11%	3%	2%	3%	-2%
16	CCCN(CCC)CC(O)CN(c1ccccc1)S(=O)(=O)c1ccc(C)cc1 (stereo not given)	-2%	-2%	0%	0%	-2%	2%
17	COc1ccccc1C(=O)Nc1ccnn1C1CCN(C/C=C/c2ccc(F)cc2)CC1	5%	-5%	-4%	0%	-14%	8%
18	O=C(CSc1cn(Cc2ccccc2)c2ccccc12)NCc1ccc(F)cc1	-8%	-14%	40%[activator]	2%	-25%	1%
19	Cc1nn(-c2ccccc2)c(N2CCCC2)c1/C=N/NC(=O)c1cc(-c2ccccn2)nc2ccccc12	1%	-5%	6%	-1%	22%	1%
20	Cc1ccc(-c2nc(CN(C)C3CCOCC3)c(C)o2)s1	0%	2%	-5%	-4%	?	3%
21	COc1ccc(NC(=O)CSc2nnc3n2CCCCC3)cc1S(=O)(=O)N1CCOCC1	-4%	-3%	nt	-2%	5%	-3%
22	O=C(Cn1cnc2ccccc21)c1ccc(Br)cc1	1%	3%	13%	-19%	2%	5%
23	CO/N=C\CC(=O)Nc1ccc(Oc2ccccc2)cc1	-32%[inhibitor]	-10%	-5%	-11%	-14%	18%
24	COc1ccc(NC(=O)CN2C(=O)c3cccc4cccc2c34)cc1OC	0%	-5%	0%	0%	5%	-3%

nr	VP16 counter	BRCA1 expr up	MBNL1 CUG block	RORgamma inh	ELG1 genotoxic
13	-3%	-1%	18%	-1%	6%
14	nt	10%	nt	nt	1%
15	15%	-3%	-3%	25%	-1%
16	-1%	5%	-10%	-4%	-9%
17	7%	-48%	0%	-1%	-12%
18	-24%	-11%	-8%	-1%	0%
19	?	-48%	5%	?	-7%
20	-12%	12%	27%	-15%	3%
21	nt	1%	nt	nt	0%
22	-13%	74%	11%	2%	1%
23	-3%	-6%	nt	36%	16%
24	0%	-15%	?	-38%	16%

# More entries
nr	structure	NPC1 prom act	Rab9 promoter act	CXXC DNA block	FLuc modulator	uPA generation	p53 reactivator
25	COc1ccc(C2/C(=C(\O)c3ccc4c(c3)OCCO4)C(=O)C(=O)N2c2nc(C)c(C(C)=O)s2)cc1 (stereo not given)	-2%	0%	-12%	-8%	-3%	8%
26	O=C(NCc1ccco1)c1cc(-c2cccnc2)nc2ccc(Cl)cc12	-2%	2%	15%	-16%	6%	-6%
27	OC(CN1CCOCC1)c1ccc(F)cc1 (stereo not given)	-2%	-7%	4%	0%	-11%	5%
28	O=C(Nc1cccn(Cc2c(Cl)cccc2Cl)c1=O)c1ccc(Cl)cc1Cl	-5%	-5%	7%	1%	nt	-1%
29	COC(=O)CCS(=O)(=O)c1cc(Cl)ccc1Cl	-1%	-2%	-5%	2%	nt	0%
30	CSc1ccc(S(=O)(=O)NCCSC(C)(C)C)cc1	0%	0%	-4%	-1%	nt	-4%
31	COc1ccc(C(C(=O)NC2CCCC2)N(C(=O)c2ccoc2C)c2cc(C)cc(C)c2)cc1 (stereo not given)	-2%	0%	1%	2%	23%	0%
32	O=C(N/N=C/c1cc(Br)c(O)c(Br)c1O)c1cccnc1	-37%[inhibitor]	-31%[inhibitor]	40%[activator]	-4%	-3%	1%
33	CCCCC(=O)OCC(=O)c1ccc(OCC)cc1	17%	10%	-6%	0.85µM*	8%	?
34	O=C(CCC(=O)N(CC(=O)NC1CCCCC1)Cc1ccco1)Nc1nccs1	-6%	4%	-14%	3%	5%	-10%
35	O=S(=O)(c1ccc(F)cc1)N1CCc2ccccc21	-3%	0%	8%	7%	?	nt
36	CN=C(C)/C(C(=O)OC)=C(/O)c1ccc(Cl)cc1Cl	2%	-1%	-3%	-1%	1%	2%
37	COC(=O)CC1Oc2ccccc2N(Cc2ccc(C)cc2)C1=O (stereo not given)	-1%	-1%	-5%	-2%	2%	-2%

nr	VP16 counter	BRCA1 expr up	MBNL1 CUG block	RORgamma inh	ELG1 genotoxic
25	4%	0%	21%	-12%	?
26	-4%	-19%	?	9%	-3%
27	4%	-24%	0%	1%	1%
28	-6%	-63%	3%	35%	?
29	0%	3%	3%	-1%	0%
30	2%	-36%	-7%	-2%	-5%
31	-3%	-40%	2%	19%	-11%
32	?	-70%	?	?	0%
33	?	-5%	-8%	-9%	5%
34	0%	-7%	6%	-2%	-7%
35	11%	-2%	4%	3%	-1%
36	1%	-1%	nt	-12%	-2%
37	-21%	8%	-4%	-4%	-1%
